SNCA expr inh: reduces expression of the alpha-synuclein gene | HEK-293 SNCA-luciferase knock-in, luminescence, 24 h | AID 1671194 | Potency, µM (highest dose often 57.2 µM), for inactives: top-dose activity change, negative = inhibition, hits mostly inhibitors | 0.17% of 140,000 active;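 further: potency means the concentration at half of the fitted maximal effect; plate controls were DMSO cells for no effect and cell-free wells for full effect; nearly all actives have a fitted effect of over 45% in size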
3T3 cytotox: NIH 3T3 cell cytotoxicity. NIH 3T3 viability, CellTiter-Glo ATP luminescence, 48-72 h. Potency, µM (series often up to 96.7 µM), inactives show top-dose activity change, negative = cytotoxicity, usual class: inhibitors. 4.3% of 94,000 active; further: potency means the concentration at half of the fitted maximal effect; nearly all actives have a fitted effect of over 55% in size
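Cytotoxicity is measured as loss of cellular ATP: NIH 3T3 cells (400/well) are exposed to compound for 48 or 72 hr at 37 °C, then CellTiter-Glo luminescence is imaged after 10 min at room temperature.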
IP6K1 inhibitor: IP6K1 kinase inhibition; IP6K1 kinase, ADP-Glo luminescence, 2 h; active compounds read low; activity change, % (series mostly up to about 58 µM); 0.81% of 140,000 active; AID 1645851; Q92551; in the data active means activity change below about -25%
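ADP-Glo luminescence measures ADP made by human IP6K1 during a 2 h RT reaction with ATP/IP6 (mix at 1.3 mM/130 uM); top library doses 57.5 and 19.1 uM final.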
FLuc inh: blocks purified firefly luciferase enzyme activity; P08659; purified P. pyralis luciferase, luminescence, biochemical; Potency, µM (titrated, usually from 115 µM), for inactives: top-dose activity change, negative = inhibition, usual class: inhibitors; 2.5% of 76,000 active; AID 1347043; further: potency means the concentration at half of the fitted maximal effect; nearly all actives have a fitted effect of over 65% in size
Target sequence (P08659 whole entry, looked up): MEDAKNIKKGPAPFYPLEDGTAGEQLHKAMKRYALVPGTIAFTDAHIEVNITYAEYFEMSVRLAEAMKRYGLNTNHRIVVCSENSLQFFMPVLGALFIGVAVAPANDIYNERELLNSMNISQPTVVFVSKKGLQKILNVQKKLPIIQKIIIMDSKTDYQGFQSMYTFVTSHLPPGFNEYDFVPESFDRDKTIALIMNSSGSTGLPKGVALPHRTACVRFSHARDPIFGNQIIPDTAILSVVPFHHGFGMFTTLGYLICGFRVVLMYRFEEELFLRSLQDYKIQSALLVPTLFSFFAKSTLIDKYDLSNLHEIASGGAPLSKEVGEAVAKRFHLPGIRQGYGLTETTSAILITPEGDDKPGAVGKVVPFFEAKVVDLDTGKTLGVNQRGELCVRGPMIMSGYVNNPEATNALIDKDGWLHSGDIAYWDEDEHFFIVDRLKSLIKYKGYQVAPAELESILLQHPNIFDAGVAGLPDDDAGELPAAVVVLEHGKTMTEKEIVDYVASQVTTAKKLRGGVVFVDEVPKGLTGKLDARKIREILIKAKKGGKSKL
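Luminescence read by CCD imaging after purified firefly luciferase (10nM final) was added to substrate buffer holding 10uM D-luciferin and 10uM ATP, pH 7.5, pre-dosed with compound.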
GPT2 inh: inhibitors of human GPT2 alanine aminotransferase; 0.25% of 100,000 active; Q8TD30; Recombinant GPT2, coupled pyruvate oxidase/HRP Amplex Red fluorescence; Potency, µM (top dose mostly 57.7 µM), for inactives: at the top dose activity change, negative = inhibition, usual class: inhibitors; further: potency means the concentration at half of the fitted maximal effect; nearly all actives have a fitted effect of over 60% in size; many of its hits are not listed in these tables
Target sequence (Q8TD30 whole entry, looked up): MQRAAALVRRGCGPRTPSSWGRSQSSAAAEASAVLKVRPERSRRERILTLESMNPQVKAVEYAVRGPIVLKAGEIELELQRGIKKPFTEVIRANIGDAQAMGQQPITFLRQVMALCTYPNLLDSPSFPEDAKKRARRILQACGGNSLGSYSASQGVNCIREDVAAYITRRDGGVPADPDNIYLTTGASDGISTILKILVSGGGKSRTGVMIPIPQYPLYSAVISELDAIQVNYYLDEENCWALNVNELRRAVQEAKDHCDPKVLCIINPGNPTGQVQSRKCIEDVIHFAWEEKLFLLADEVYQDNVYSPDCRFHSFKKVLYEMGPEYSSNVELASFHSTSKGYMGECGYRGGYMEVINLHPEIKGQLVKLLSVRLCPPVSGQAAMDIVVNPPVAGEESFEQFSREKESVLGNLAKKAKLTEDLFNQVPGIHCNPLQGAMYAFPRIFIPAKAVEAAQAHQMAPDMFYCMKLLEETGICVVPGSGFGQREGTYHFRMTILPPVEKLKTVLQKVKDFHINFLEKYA
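Recombinant GPT2 (10ng/uL) with 250uM a-KG and 2mM L-alanine, 30 min at room temperature, in HEPES pH 7.5 buffer. Pyruvate detected by pyruvate oxidase/HRP/Amplex Red fluorescence after 30 min in the dark; AOA (50uM) as positive control.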
HEK293 tox: HEK 293 cell cytotoxicity; HEK 293 viability, ATP luminescence (CellTiter-Glo), 48-72 h; Potency, µM (titrated, usually from 115 µM), for the others: top-dose activity change, negative = cytotoxicity, hits mostly inhibitors; 6.6% of 94,000 active; AID 1345083; further: potency means the concentration at half of the fitted maximal effect; nearly all actives have a fitted effect of over 60% in size
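HEK 293 seeded at 250 cells/well receive compound via pintool. After 48 or 72 hr at 37 degree Celsius, 5% CO2 and 95% humidity, CellTiter-Glo is dispensed and luminescence read following 10 min at room temperature.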
SNCA viab count: reduces viability of HEK-293 SNCA reporter cells; HEK-293-SNCA-luc viability, GF-AFC fluorescence, 24 h; Potency, µM (top dose mostly 57.1 µM), for inactives: at the highest dose activity change, negative = cytotoxicity, most hits filed as cytotoxic; 0.12% of 150,000 active; AID 1671193;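 further: potency means the concentration at half of the fitted maximal effect; 0% = DMSO-treated cells and -100% = medium-only wells without cells; nearly all actives have a fitted effect of over 30% in size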
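Cytotoxicity counterscreen: after 24 h compound treatment of genome-edited SNCA-luciferase HEK-293 cells, live-cell protease substrate GF-AFC read by fluorescence after 30 min; activity scaled between DMSO (0%) and medium-only (-100%), curves Hill-fitted.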
An asterisk follows results filed as active; i = inactive; ? = inconclusive; · = not tested or not shown; [ ] = remark or other dose. Unless noted, the call rests on the fitted dose curve; in most records, active means well fitted curve in the direction sought with a large enough effect; inconclusive means small, poorly fitted or top-dose-only effect, or another doubt; inactive means no such curve, though single readings can be large; an effect the other way counts as inactive or inconclusive. Unless noted, on the % scale 0 is the no-effect control and ±100 the full control effect.

SMILES	SNCA expr inh	3T3 cytotox	IP6K1 inhibitor	FLuc inh	GPT2 inh	HEK293 tox	SNCA viab count
O=C(O)C[C@@H]1CCN(C(=O)COc2ccccc2)C[C@@H]1CCN1CCN(c2cccc(C(F)(F)F)c2)CC1	4%	i	-3	2%	4%	i	5%
COC1C(CO)OC(n2cnc3c(=O)[nH]cnc32)C1O (stereo unspecified)	·	·	-11	·	i	·	-24%
COCCCNc1nc(-c2cccnc2)nc2c1CNC2	-11%	?	5	-1%	-26%	-22%	4%
O=C(Cc1ccsc1)N1CCN(C(=O)c2nnn3c2COC(c2ccccc2)C3)CC1 (stereo unspecified)	-10%	-18%	-10	-5%	4%	-28%	-1%
Cc1ccc(C2C=C(c3ccc(F)cc3)Nc3nc(CCCO)nn32)cc1 (stereo unspecified)	4%	·	5	·	·	·	?
COCCOC1CCN(C(=O)NCc2ccccc2)CC1	-5%	i	7	5%	3%	4%	-1%[12.5 µM]
Cc1cccc(NC(=O)c2ccc(F)c(S(=O)(=O)NCc3ccc4c(c3)OCO4)c2)c1	-6%	·	25	·	·	·	-14%
Cc1cn2nc(C(=O)NC3CCCCCC3)cc2c(N2CCSCC2)n1	-25%	?	-6	-11%	i	45µM*	-1%
Cc1cc2ncc(C(=O)N3CCC4(CC(=O)NC4=O)C3)c(=O)n2[nH]1 (stereo unspecified)	5%	2%	-6	12%	-1%	i	16%
Cc1cccc(N2CCN(C(=O)Cn3cnc4sc(C)c(S(=O)(=O)N5CCN(c6ncccn6)CC5)c4c3=O)CC2C)c1 (stereo unspecified)	?	·	5	·	·	·	?
CC(C)N1CCC2(CC1)CN(C(=O)C1CCOCC1)Cc1ccccc1O2	40%[activator]	-14%	11	-8%	i	-5%	6%
O=C(NC1CCN(c2cc(-c3ccc(F)cc3)[nH]n2)CC1)c1cccc(F)c1	10%	?	2	6%	i	?	-6%
COc1ccc(C(=O)N2CCC3(C2)C(=O)N(Cc2ccccc2)c2ccccc23)cc1 (stereo unspecified)	?	?	-7	-13%	i	?	11µM*
CC1=C[C@@H](CNC(=O)CC2(CC(=O)O)CCCC2)[C@H](C(C)C)C[C@H]1Cc1nc2ccc(F)cc2[nH]1	8%	-17%	3	-9%	-8%	-15%	-16%
COc1cccc(NC(=O)c2ccc3c(c2)NC(C)(CNc2ccccc2)CO3)c1 (stereo unspecified)	?	28µM*	23	?	0%[88.5 µM]	40µM*	?
CCOc1ccccc1Nc1ncnc2c1c(-c1ccccc1)cn2-c1ccc(OC)cc1	-12%	·	23	·	·	·	12%
Cc1noc(-c2ccc(-c3noc(-c4ccc(C(F)(F)F)cc4)n3)cc2)n1	33%[activator]	·	5	·	·	·	6%
O=C(Nc1nc2ccccc2s1)C1CC(=O)N(c2n[nH]c3cccc(F)c23)C1 (stereo unspecified)	?	25µM*	-3	6%	4%	13µM*	-19%
O=C(Nc1cccnc1)c1nc2c(o1)CCN(Cc1cccc(O)c1)CC2	45%[activator][87.6 µM]	-16%[138 µM]	1	4µM*	2%[88.5 µM]	?	1%[87.6 µM]
Cc1ccccc1CNC[C@H]1O[C@@H]2C[C@@H](CC(=O)NC(C)C)O[C@@H]2[C@@H]1O	18%[87.6 µM]	0%[174 µM]	16	13%[172 µM]	0%[88.5 µM]	2%[172 µM]	-3%[87.6 µM]

For convenience, part of the list above.
SMILES	SNCA expr inh	3T3 cytotox	IP6K1 inhibitor	FLuc inh	GPT2 inh	HEK293 tox	SNCA viab count
O=C(Cc1ccsc1)N1CCN(C(=O)c2nnn3c2COC(c2ccccc2)C3)CC1 (stereo unspecified)	-10%	-18%	-10	-5%	4%	-28%	-1%
Cc1ccc(C2C=C(c3ccc(F)cc3)Nc3nc(CCCO)nn32)cc1 (stereo unspecified)	4%	·	5	·	·	·	?
COCCOC1CCN(C(=O)NCc2ccccc2)CC1	-5%	i	7	5%	3%	4%	-1%[12.5 µM]
Cc1cccc(NC(=O)c2ccc(F)c(S(=O)(=O)NCc3ccc4c(c3)OCO4)c2)c1	-6%	·	25	·	·	·	-14%
Cc1cn2nc(C(=O)NC3CCCCCC3)cc2c(N2CCSCC2)n1	-25%	?	-6	-11%	i	45µM*	-1%
Cc1cc2ncc(C(=O)N3CCC4(CC(=O)NC4=O)C3)c(=O)n2[nH]1 (stereo unspecified)	5%	2%	-6	12%	-1%	i	16%
Cc1cccc(N2CCN(C(=O)Cn3cnc4sc(C)c(S(=O)(=O)N5CCN(c6ncccn6)CC5)c4c3=O)CC2C)c1 (stereo unspecified)	?	·	5	·	·	·	?
CC(C)N1CCC2(CC1)CN(C(=O)C1CCOCC1)Cc1ccccc1O2	40%[activator]	-14%	11	-8%	i	-5%	6%
O=C(NC1CCN(c2cc(-c3ccc(F)cc3)[nH]n2)CC1)c1cccc(F)c1	10%	?	2	6%	i	?	-6%
COc1ccc(C(=O)N2CCC3(C2)C(=O)N(Cc2ccccc2)c2ccccc23)cc1 (stereo unspecified)	?	?	-7	-13%	i	?	11µM*
CC1=C[C@@H](CNC(=O)CC2(CC(=O)O)CCCC2)[C@H](C(C)C)C[C@H]1Cc1nc2ccc(F)cc2[nH]1	8%	-17%	3	-9%	-8%	-15%	-16%
COc1cccc(NC(=O)c2ccc3c(c2)NC(C)(CNc2ccccc2)CO3)c1 (stereo unspecified)	?	28µM*	23	?	0%[88.5 µM]	40µM*	?
CCOc1ccccc1Nc1ncnc2c1c(-c1ccccc1)cn2-c1ccc(OC)cc1	-12%	·	23	·	·	·	12%
Cc1noc(-c2ccc(-c3noc(-c4ccc(C(F)(F)F)cc4)n3)cc2)n1	33%[activator]	·	5	·	·	·	6%
O=C(Nc1nc2ccccc2s1)C1CC(=O)N(c2n[nH]c3cccc(F)c23)C1 (stereo unspecified)	?	25µM*	-3	6%	4%	13µM*	-19%
O=C(Nc1cccnc1)c1nc2c(o1)CCN(Cc1cccc(O)c1)CC2	45%[activator][87.6 µM]	-16%[138 µM]	1	4µM*	2%[88.5 µM]	?	1%[87.6 µM]
Cc1ccccc1CNC[C@H]1O[C@@H]2C[C@@H](CC(=O)NC(C)C)O[C@@H]2[C@@H]1O	18%[87.6 µM]	0%[174 µM]	16	13%[172 µM]	0%[88.5 µM]	2%[172 µM]	-3%[87.6 µM]

Next part:
SMILES	SNCA expr inh	3T3 cytotox	IP6K1 inhibitor	FLuc inh	GPT2 inh	HEK293 tox	SNCA viab count
CN(C)c1cccc(C(=O)N2CCC3(CC2)NC(=O)N(c2ccccc2)N3)c1	44%[activator]	?	7	?	?	?	0%
CC[S+](=O)([O-])NC1CCN(C(=O)N2CC3CC(C2)[C@H]2CCCC(=O)N2C3)CC1 (stereo partly specified)	-26%	0%	11	0%	i	6%	2%
COc1ccc(C(=O)N2CCC[C@H]2c2nc(-c3ccccc3Cl)no2)cc1OC	72%[activator]	-16%	11	-11%	i	?	-8%
CCCn1ccc2oc(C)c(C(=O)NCc3ccccc3Br)c2c1=O	5%	?	10	-18%	1%	?	-1%
COc1ccc(-c2nc3ccccc3o2)cc1NC(=O)c1ccc(N2CCC(C)CC2)c([N+](=O)[O-])c1	120%[activator]	·	-8	·	·	·	4%
CCOc1ccc(NC(=O)C(Cc2ccccc2)NS(=O)(=O)c2ccc3c(c2)oc(=O)n3C)cc1 (stereo unspecified)	12%	·	-10	·	·	·	?
COc1cc(NS(=O)(=O)c2ccc3c(c2)CCCN3C(C)=O)cc(OC)c1OC	4%	·	-1	·	·	·	9%
COC(=O)C1CCN(C(c2ccccc2Cl)c2sc3nc(-c4ccco4)nn3c2O)CC1 (stereo unspecified)	4%	·	-6	·	·	·	-14%
Nc1ncnc2c1ncn2[C@H]1O[C@@H](C(=O)N2CCN(CC(=O)Nc3cccc4c3CNC4=O)CC2)[C@H](O)[C@@H]1O	·	·	-6	·	2%	·	-15%
COc1cccc(CNC(=O)C2CCCCc3nnc(-c4ccccc4)n32)c1 (stereo unspecified)	29%	-16%	13	·	-7%	-28%	-1%
O=C(Cc1c(F)cccc1Cl)NC1CCN(c2cc(-c3ccccc3)[nH]n2)CC1	?	?	-6	7%	-5%	?	3%
Cc1ccc2nc(CN3CCN(S(=O)(=O)c4ccc(C)c(C)c4)CC3)oc2c1	16%	·	22	·	·	·	-6%
CC(C)N1C[C@H](O)C[C@H]1c1nnc2n1CCN(C(=O)Cc1cccc(F)c1)CC2	-25%	-10%	-4	-4%	-13%	-2%	1%
CCOC(=O)c1c(C)[nH]c(C)c1S(=O)(=O)N1CCCC(C(=O)NCc2cccc(C)c2)C1 (stereo unspecified)	-14%	·	5	·	·	·	5%
NC(=O)CSc1oc(-c2ccco2)nc1S(=O)(=O)c1ccc(Br)cc1	-15%	·	-33*	·	·	·	6%
C=CCNC(=O)c1ccc(-c2nnc3ccc(NC(=O)C4CCC4)cn23)cc1	142%[activator]	-19%	-5	?	i	-3%	-12%
CNC(=O)c1c(NC(=O)c2nc(SCc3ccc(C)cc3)ncc2Cl)sc2c1CCCC2	0%	·	-7	·	·	·	-5%
O=C(NC1CCCN(c2ccc3nnc(-c4ccccc4)n3n2)C1)c1ccncc1 (stereo unspecified)	·	?	0	·	·	?	·
Cc1cn2nnc(C(=O)NC3CCc4ccccc43)c2c(=O)[nH]1 (stereo unspecified)	4%	?	13	-17%	i	?	0%
C[C@H]1CN(C(=O)c2nn(C)c3ccccc23)C[C@@H]1c1nc(-c2ccncc2)no1	-18%	?	2	-15%	i	?	-2%
CCN1CCN(C(c2cccc(F)c2)c2c(O)cc(C)n(Cc3ccco3)c2=O)CC1 (stereo unspecified)	0%	·	-10	·	·	·	0%
COc1ccccc1C(=O)N1CCn2c(nnc2-c2cccnc2)C1	3%	i	0	·	-4%	i	11%
CCN(Cc1ccccc1)Cc1c(O)ccc2oc(C)c(C(=O)Nc3ccc(C)cc3C)c12	?	·	-7	·	·	·	-17%
C[C@]12CC/C(=N\OCC(=O)O)C=C1CC[C@@H]1[C@@H]2[C@@H](O)C[C@@]2(C)[C@H]1CC[C@]2(O)C(=O)CO	·	·	5	·	i	·	-31%
CN(C)CCNC(=O)c1ccc(Cn2c(=O)c3cccn3c3cccnc32)cc1	-7%	·	13	·	·	·	-25%
CCC(C)NC(=O)C1CC(c2ccc(F)c(C)c2)CN(C(=O)c2ccccc2)C1 (stereo unspecified)	-14%	?	24	0%	i	?	-3%
O=C(O)[C@H](CC(=O)N1C[C@@H]2CCCC[C@H]2C1)Cc1ccccc1	12%	·	·	·	-6%	·	15%

This is a subset (hit frequency here may not be typical).
